G9a inh: qHTS Assay for Inhibitors of Histone Lysine Methyltransferase G9a; G9a H3K9 monomethylation, AlphaScreen, 2 h; Potency, µM (doses to about 102 µM), inactives show at the highest dose activity, negative = inhibition, usual class: inhibitors; actives 8.8% (n = 350,000); AID 504332, 2011; also: potency is read from the fitted curve at half-maximal effect; % is scaled to controls: 0 for no effect and ±100 for the full control effect; nearly all actives have a fitted effect of over 75% in size
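G9a (20 nM) was preincubated 15 min with compound, then reacted 2 h at room temperature with 500 nM biotin-H3K9 peptide and 20 µM SAM. Monomethyl-H3K9 detected by AlphaScreen using anti-H3K9me1 antibody.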
ERG-DNA inh: qHTS for Small Molecule Inhibitors of the ERG Ets/DNA interaction; fluorescence polarization, His-ERG Ets domain / labelled DNA; AID 624246, 2012; Transcriptional regulator ERG (Homo sapiens), P11308; Potency, µM (doses to about 76.9 µM), inactives show at the highest dose FP activity, negative = inhibition, usual class: inhibitors; actives 0.028% (n = 370,000); active = well fitted inhibition curve with a large enough effect in the polarisation, with a control signal flat; inconclusive = small, poorly fitted or top-dose-only effect, or effect the other way, or a change in a side signal; inactive = no such curve, though single readings can be large or run the other way; the % refers to the polarisation;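 also: polarization taken with two DNA probes labelled with fluorescein and Texas red; potency is read from the fitted curve at half-maximal effect; % of control where 0% means no effect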
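His-tagged ERG Ets domain (1 uM in the protein solution; 300mM KCl, 50mM Tris-HCl, 1mM EDTA, 1mM DTT, pH 7.5) received compound, then a probe mix of 5 nM fluorescein-DNA and 100nM Texas-615-DNA. Fluorescence polarization was read for both dyes.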
Pin1 inh: qHTS Assay to Find Inhibitors of Pin1 | actives 0.009% (n = 390,000) | Pin1 FP peptide displacement, HiFluor488, 10 min | Potency, µM (titrated, usually from 115 µM), inactives show top-dose activity, negative = inhibition, hits mostly inhibitors; active = well fitted inhibition curve with a large enough effect in the polarisation, with a control signal flat, not every such curve was filed as active; inconclusive = small, poorly fitted or top-dose-only effect, or effect the other way, or a change in a side signal; inactive = no such curve, though single readings can be large or run the other way; the % refers to the polarisation; also: potency is read from the fitted curve at half-maximal effect; % is scaled to controls: 0 for no effect and ±100 for the full control effect
GLS inhibitor: qHTS for Inhibitors of Glutaminase (GLS); AID 624170, 2012; Potency, µM (highest dose often 45.5 µM), inactives show at the top dose activity change, negative = inhibition, hits mostly inhibitors; actives 0.21% (n = 410,000); GLS enzymatic activity, qHTS titration; Glutaminase kidney isoform, mitochondrial (Homo sapiens), O94925; also: potency is read from the fitted curve at half-maximal effect; % is scaled to controls: 0 for no effect and ±100 for the full control effect
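Coupled fluorescence readout: glutamate oxidase/HRP/Amplex Red detect glutamate formed by hKGA from L-glutamine (1 mM solution added). Buffer 45 mM KH2PO4 pH 8.2, 0.02% Tween-20; reads at t0 and 30 min RT.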
JMJD2A Tudor inh: qHTS Assay for Inhibitors of JMJD2A-Tudor Domain. AlphaScreen JMJD2A-Tudor / H3K4me3 peptide binding. actives 4.4% (n = 390,000). Lysine-specific demethylase 4A (Homo sapiens), O75164. Potency, µM (titrated, usually from 114 µM), inactives show at the highest dose activity change, negative = inhibition, usual class: inhibitors. AID 504339, 2011; also: potency is read from the fitted curve at half-maximal effect; % is scaled to controls: 0 for no effect and ±100 for the full control effect; nearly all actives have a fitted effect of over 50% in size
Target sequence (O75164 whole entry, looked up, the tested form may be a part): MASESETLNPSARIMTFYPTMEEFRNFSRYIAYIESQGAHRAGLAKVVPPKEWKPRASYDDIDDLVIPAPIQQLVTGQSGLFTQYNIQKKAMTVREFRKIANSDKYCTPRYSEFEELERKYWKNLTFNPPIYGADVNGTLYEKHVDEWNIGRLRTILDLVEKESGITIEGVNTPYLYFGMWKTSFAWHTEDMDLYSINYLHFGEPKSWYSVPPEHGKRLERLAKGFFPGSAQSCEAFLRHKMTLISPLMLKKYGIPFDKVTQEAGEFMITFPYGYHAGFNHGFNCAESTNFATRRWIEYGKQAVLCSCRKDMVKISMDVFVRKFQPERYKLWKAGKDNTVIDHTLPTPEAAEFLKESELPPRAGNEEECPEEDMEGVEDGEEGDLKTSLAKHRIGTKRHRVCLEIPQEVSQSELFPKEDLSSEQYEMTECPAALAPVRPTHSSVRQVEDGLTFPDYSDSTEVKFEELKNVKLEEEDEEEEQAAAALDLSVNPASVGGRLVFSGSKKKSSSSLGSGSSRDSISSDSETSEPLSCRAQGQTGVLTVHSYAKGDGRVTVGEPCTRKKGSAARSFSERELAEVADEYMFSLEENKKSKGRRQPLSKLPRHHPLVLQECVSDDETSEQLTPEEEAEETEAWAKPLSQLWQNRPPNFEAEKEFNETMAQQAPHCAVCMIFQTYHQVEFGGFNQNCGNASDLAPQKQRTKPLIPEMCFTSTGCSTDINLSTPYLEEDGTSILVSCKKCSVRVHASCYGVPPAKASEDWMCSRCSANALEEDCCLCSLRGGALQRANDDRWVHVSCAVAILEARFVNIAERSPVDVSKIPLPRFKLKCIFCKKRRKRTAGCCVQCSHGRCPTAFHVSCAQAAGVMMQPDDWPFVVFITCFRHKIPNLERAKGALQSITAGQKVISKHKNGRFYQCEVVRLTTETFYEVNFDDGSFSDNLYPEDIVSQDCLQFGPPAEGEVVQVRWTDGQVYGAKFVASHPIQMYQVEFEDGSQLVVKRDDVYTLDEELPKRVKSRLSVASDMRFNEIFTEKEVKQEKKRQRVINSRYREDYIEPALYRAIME
PI4K2A block: qHTS for small molecular inhibitors of PI4K2A. purified PI4K2A, ADP-Glo luminescence, 1 h; active compounds read low. Phosphatidylinositol 4-kinase type 2-alpha (Homo sapiens), Q9BTU6. AID 1346378, 2018. actives 0.13% (n = 420,000). activity change, negative = inhibition, % at 76.9 µM; in the data active = activity change below about -50%; inconclusive = mostly about -30% to -49%;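 also: -100% = wells without enzyme as full effect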
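PI4K2A activity was measured by ADP-Glo luminescence: enzyme (4 ug/mL stock) and phosphatidylinositol (1.2 mM stock) in Tris pH 7.5/MgCl2/EGTA/Triton X-100 buffer were reacted with ATP (300 microM stock) for one hour at ambient temperature.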
Tb PGK inh: qHTS Assay to Find Inhibitors of Phosphoglycerate Kinase. Potency, µM (top dose mostly 57.5 µM), for inactives: at the highest dose activity change, negative = inhibition, hits mostly inhibitors. actives 0.043% (n = 380,000). PGK/GAPDH coupled, Kinase-Glo luminescence, 60 min. Phosphoglycerate kinase, glycosomal (Trypanosoma brucei brucei), P07378; also: potency is read from the fitted curve at half-maximal effect; % is scaled to controls: 0 for no effect and ±100 for the full control effect; nearly all actives have a fitted effect of over 60% in size
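Luminescent ATP detection (Kinase-Glo Plus) follows a 60-minute room-temperature incubation, with wells lacking PGK as controls. Buffer: 100 mM TEA (pH 7.6), 5 mM MgCl2, 0.01% Tween-20. Coupling enzyme GAPDH (100 nM final) supplies unstable 1,3-BPG in-well.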
HP1b binding inh: HTS for Inhibitors of HP1-beta Chromodomain Interactions with Methylated Histone Tails. AID 540317, 2011. Potency, µM (top dose mostly 114 µM), for the others: at the top dose activity change, negative = inhibition, hits mostly inhibitors. actives 0.56% (n = 390,000). AlphaScreen HP1-beta / biotin-H3K9me3 peptide binding. Chromobox protein homolog 1 (Homo sapiens), P83916; also: potency is read from the fitted curve at half-maximal effect; nearly all actives have a fitted effect of over 70% in size; inactives centre near 23
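HP1-beta protein (50 nM final) preincubated 30 min at room temperature with biotinylated H3(1-18)K9me3 peptide (50 nM) in PBS pH 7.4, 0.01% Tween-20, then compound added for 30 min. AlphaScreen streptavidin donor/nickel chelate acceptor beads (10 ug/mL final), 30 min dark, luminescence read.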
BAZ2B inh: qHTS Assay for Inhibitors of BAZ2B | actives 4.4% (n = 360,000) | AlphaScreen BAZ2B-H3K14Ac peptide displacement | AID 504333, 2011 | Bromodomain adjacent to zinc finger domain protein 2B (Homo sapiens), Q9UIF8 | Potency, µM (series often up to 114 µM), inactives show at the top dose activity change, negative = inhibition, actives largely listed as inhibitors; also: potency is read from the fitted curve at half-maximal effect; % is scaled to controls: 0 for no effect and ±100 for the full control effect; nearly all actives have a fitted effect of over 60% in size
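AlphaScreen luminescence quantifies BAZ2B engagement of H3K14Ac peptide; the protein and biotinylated peptide are both at 50 nM final, buffer PBS pH 7.4 with 0.01% Tween-20, all steps at room temperature.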
* hit, by the source's call; i = inactive; ? = inconclusive; / = no result given; & = joins results of further samples; [ ] = dose if it differs, or a comment. Unless noted, calls follow the shape of the dose curve; as a rule, active = well fitted curve in the direction sought with a large enough effect; inconclusive = small, poorly fitted or top-dose-only effect, or another doubt; inactive = no such curve, though single readings can be large; an effect the other way counts as inactive or inconclusive.

Preview:
compound,G9a inh,ERG-DNA inh,Pin1 inh,GLS inhibitor,JMJD2A Tudor inh,PI4K2A block,Tb PGK inh,HP1b binding inh,BAZ2B inh
CSc1cc(-c2ccccc2)n(Cc2ccc(Cl)cc2Cl)c(=O)c1C#N,32%,-1%,0%,-8%,-26%[11.4 µM],-1,-6%,15%,3%
CC(OC(=O)c1cc(Cl)ccc1[N+](=O)[O-])C(=O)NC(C)c1ccc(F)cc1 (centres undefined),?,-4%,-12%,10%,-35%,2,5%,2%,-26%
CN(C)/C(=C\C(=O)c1ccccc1)C(=O)c1ccccc1,/,5%,13%,1%,-13%,3,-11%,4%,/
CN(C)C(=O)COC(=O)c1ccccc1Nc1ccc(SC(F)F)cc1,-6%,-3%,-3%,-3%,52%[activator],-2,-5%,67%[activator],108%[activator]
CC(C)Cc1nnc(NC(=O)CCC(=O)Nc2ccc(F)cc2)s1,-6%,-6%,-6%,3%,-10%,-6,-5%,24%,9%
Cc1cccc(Cc2c(C)nc3c(C(=O)N4CCN(Cc5ccc6c(c5)OCO6)CC4)cnn3c2C)c1,-1%[12.7 µM],-10%,9%,4%,?,10,-5%,-12%,?

This part in full, from the start:
compound,G9a inh,ERG-DNA inh,Pin1 inh,GLS inhibitor,JMJD2A Tudor inh,PI4K2A block,Tb PGK inh,HP1b binding inh,BAZ2B inh
CSc1cc(-c2ccccc2)n(Cc2ccc(Cl)cc2Cl)c(=O)c1C#N,32%,-1%,0%,-8%,-26%[11.4 µM],-1,-6%,15%,3%
CC(OC(=O)c1cc(Cl)ccc1[N+](=O)[O-])C(=O)NC(C)c1ccc(F)cc1 (centres undefined),?,-4%,-12%,10%,-35%,2,5%,2%,-26%
CN(C)/C(=C\C(=O)c1ccccc1)C(=O)c1ccccc1,/,5%,13%,1%,-13%,3,-11%,4%,/
CN(C)C(=O)COC(=O)c1ccccc1Nc1ccc(SC(F)F)cc1,-6%,-3%,-3%,-3%,52%[activator],-2,-5%,67%[activator],108%[activator]
CC(C)Cc1nnc(NC(=O)CCC(=O)Nc2ccc(F)cc2)s1,-6%,-6%,-6%,3%,-10%,-6,-5%,24%,9%
Cc1cccc(Cc2c(C)nc3c(C(=O)N4CCN(Cc5ccc6c(c5)OCO6)CC4)cnn3c2C)c1,-1%[12.7 µM],-10%,9%,4%,?,10,-5%,-12%,?
CC1CCN(C(=O)COC(=O)c2ccc3c(c2)OCCO3)CC1,/,-6%,-4%,4%,-15%,1,0%,7%,/
Cc1cc(Br)ccc1NC(=O)C1CSC2(C)CCC(=O)N12 (centres undefined),16%,3%,-7%,-3%,-2%,-1,2%,23%,7%
CC(C)(C)c1ccccc1NC(=O)CSc1nc(-c2cccs2)cc(C(F)(F)F)n1,2%[59 µM],-1%,8%,1%,8%,-3,1%,59%[activator],2%
Clc1ccc(-c2nnc3ccccn23)cc1,3%[2.33 µM],-11%,0%,7%,-22%,-2,-9%,19%,11%
NS(=O)(=O)c1ccc(CCNC(=O)/C=C/c2ccccc2[N+](=O)[O-])cc1,3%,-6%,-1%,-1%,-7%,4,i,4%,-2%
COC(=O)C(Cc1ccccc1)NC(=S)NC(=O)c1ccccc1 (centres undefined),?,0%,-11%,-15%,-5%,-1,0%,56%[activator],19%
CC[n+]1oc(-c2ccccc2)cc1C,7%,-3%,1%,0%,-1%,2,-2%,14%,11%
Cc1ccc(-c2cc(-c3ccc4c(c3)NC(=O)CO4)nc3c2COc2ccccc2-3)cc1,7%[59 µM],-2%,0%,-2%,-12%,-3,-10%,36%[activator],-34%
CCOC(=O)CCc1cnccc1-c1cccc(OC)c1O,/,/,-4%,5%,-7%,5,-8%,39%,/
OCCC1CN(Cc2cc3ccccc3o2)CCN1Cc1ccc(F)cc1 (centres undefined),-12%,-2%,-6%,1%,-7%,3,i,28%,-6%
Cc1ccccc1OCCOC(=O)c1c(-c2ccccc2)noc1C,396%[activator],-3%,2%,0%,217%[activator],-1,i,80%[activator][57 µM],150%[activator]
Cc1ccc(NS(=O)(=O)c2cc(C(=O)N(C)C)ccc2C)cc1C,/,-15%,2%,2%,-9%,-3,6%,21%,-4%
Cc1nnc(SCc2ccccc2)n(N)c1=O,12%,-15%,-10%,7%,-9%,-2,-8%,18%,-2%
Cn1c(N)c(C(=O)COC(=O)c2ccc(C(F)(F)F)cc2)c(=O)n(C)c1=O,/,-11%,-4%,0%,-4%,3,6%,21%,/
C=CCNC(=O)Cn1c(=O)c2c(ncn2CCC(C)C)n(Cc2ccccc2)c1=O,12%[59 µM],-3%,-2%,-3%,-17%,0,0%,14%,-9%
O=C(Cn1cc(SCc2ccc(Cl)cc2)c2ccccc21)N1CCOCC1,?,2%,-1%&-5%,-10%&11%,-28%&-23%,1&0,-4%&-3%,4%&15%,?
O=C(c1ccc2c(c1)C(=O)N(Cc1ccco1)C2=O)N1CCOCC1,?,-9%,-3%,5%,-3%,2,-2%,30%,-20%
CC1CCCN(C(c2cccs2)c2nnnn2Cc2ccccc2)C1 (centres undefined),?,2%,54%[activator],4%,-26%[57.1 µM],-3,-6%,75%[activator],?
CCOc1ccc(NC(=O)c2oc3ccccc3c2NC(=O)C(C)(C)C)cc1,-4%[59 µM],7%,-2%,3%,-10%,-4,-7%,60%[activator],-2%
Nc1nc(SCC(=O)Nc2ccc(Br)cc2Br)n[nH]1,/,-11%,-1%,54%[activator],-23%,9,-3%,14%,/
O=C(Nc1ccc(Cl)c(S(=O)(=O)N2CCOCC2)c1)c1cn2ccccc2n1,6%,9%,3%,6%,5%,7,2%,22%,-12%
COc1ccc(-c2nsc(NC(=O)C(C)Oc3ccc(Cl)c(C)c3)n2)cc1 (centres undefined),46%[59 µM],4%,34%[activator],-3%,5%,-9,i,134%[activator],21%
Cc1ccc2nc(NC(=O)CCNS(=O)(=O)c3ccc(Br)s3)sc2c1,-34%,-12%,3%,1%,-24%,-6,-5%,10%,?
CCN(CC)CCn1c2c(c(SCC(=O)Nc3nc4ccccc4s3)nc1=O)CCCC2,6%[0.501 µM],1%,-1%,-5%,-14%,4,4%,4%,1%
CC(N=Cc1cccc(O)c1O)c1ccccc1 (centres undefined),1.3µM*,-12%,/,8%,45µM*,-19,-9%,?,50µM*
COc1ccc(OC)c(S(=O)(=O)Nc2ccccc2C(=O)O)c1,?,-13%,0%,23%,-19%,2,-6%,36%[activator],8%
CCC1CN(C(=O)Nc2ccccc2C(F)(F)F)c2ccccc2S1 (centres undefined),-18%[59 µM],3%,-2%,-6%,?,7,-1%,0%,-36%
Cc1ccc(Cl)cc1N1CCN(CC(O)COCc2ccco2)CC1 (centres undefined),11µM*,7%,4%,-1%,7.1µM*,3,i,?,50µM*
CCOc1ccc(NC(=O)CN(C)C(=O)C2CCCO2)cc1OCC (centres undefined),-5%,-1%,5%,1%,-10%,-5,i,19%,-21%
NCC[C@H](O)C(=O)N[C@@H]1C[C@H](N)[C@@H](O[C@H]2O[C@H](CN)[C@@H](O)[C@H](O)[C@H]2O)[C@H](O)[C@H]1O[C@H]1O[C@H](CO)[C@@H](O)[C@H](N)[C@H]1O,-10%,-2%,-2%,15%&-20%,-10%,-1,10%,8%,8%
Cc1ccc(NS(=O)(=O)c2ccc3c(c2)NC(=O)CCS3)c(Cl)c1,-9%,-3%,-13%,0%,-14%,-1,2%,57%[activator],-13%
O=C(CNc1cccc2ccccc12)N/N=C/c1cccc(Oc2ccccc2)c1,10µM*,-4%,-1%,8%,?,-1,-2%,-5%,?
COc1ccc(-c2nn(CCC#N)cc2/C=N/O)cc1OC,-43%,0%,2%,-3%,-15%,1,-1%,18%,-12%
COC(=O)c1c(C(=O)OC)c2ccncn2c1Cl,?,4%,-1%,13%,-10%,-6,-2%,13%,-5%
Nc1nnc(CSCc2ccccc2Cl)s1,-3%,-5%,2%,-2%,-8%,-2,-6%,39%,1%

Assay outcomes: PubChem BioAssay, National Center for Advancing Translational Sciences (NCATS)

Rows are unselected; 11% or so of the library scored in one or more.
